High-throughput results: PubChem BioAssay, Icahn School of Medicine at Mount Sinai
ROC1-CUL1 inh – inhibitors of human ROC1-CUL1 ubiquitin ligase activity; P62877+Q13616; in vitro K48 di-Ub FRET, acceptor:donor ratio, 45 min; inhibition, % at 10 µM; 140,000 compounds, 0.6% hits; in the data active means inhibition above about 25%
Target sequence (P62877 whole entry, looked up): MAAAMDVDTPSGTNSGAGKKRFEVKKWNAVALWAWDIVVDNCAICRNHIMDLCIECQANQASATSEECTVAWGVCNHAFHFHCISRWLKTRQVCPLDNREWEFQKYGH
Target sequence (Q13616 whole entry, looked up): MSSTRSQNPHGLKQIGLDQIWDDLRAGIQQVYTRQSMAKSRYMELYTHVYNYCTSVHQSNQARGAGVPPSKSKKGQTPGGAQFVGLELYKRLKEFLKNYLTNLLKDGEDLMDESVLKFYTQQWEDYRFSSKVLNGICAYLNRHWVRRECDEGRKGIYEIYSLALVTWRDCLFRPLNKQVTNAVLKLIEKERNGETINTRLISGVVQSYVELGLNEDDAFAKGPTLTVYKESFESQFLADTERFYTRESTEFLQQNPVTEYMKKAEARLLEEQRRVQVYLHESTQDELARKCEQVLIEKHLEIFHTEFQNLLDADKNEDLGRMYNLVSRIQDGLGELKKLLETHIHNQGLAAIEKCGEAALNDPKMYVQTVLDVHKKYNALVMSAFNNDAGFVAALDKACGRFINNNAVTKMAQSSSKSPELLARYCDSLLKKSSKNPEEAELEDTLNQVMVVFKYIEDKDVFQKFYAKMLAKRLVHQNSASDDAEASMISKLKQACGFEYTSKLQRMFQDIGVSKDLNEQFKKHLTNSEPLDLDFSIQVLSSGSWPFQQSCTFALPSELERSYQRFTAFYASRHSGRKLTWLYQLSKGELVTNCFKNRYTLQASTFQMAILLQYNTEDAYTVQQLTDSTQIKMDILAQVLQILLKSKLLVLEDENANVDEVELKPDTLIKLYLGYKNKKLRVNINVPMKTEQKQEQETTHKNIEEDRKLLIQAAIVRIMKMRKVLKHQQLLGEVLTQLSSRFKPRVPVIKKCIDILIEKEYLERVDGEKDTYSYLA
The depositor's hits bear a star.

structure	ROC1-CUL1 inh
C=C(C)CNC(=O)C1CCCN(C2CCN(C(C)C)CC2)C1 (stereo not drawn)	9
COc1ccccc1CC(=O)Nc1cnn(CC(=O)NCC2(c3ccccc3)CCCC2)c1	-1
O=C1NC(=Nc2ccccc2C(F)(F)F)S/C1=C1\C(=O)N(Cc2ccccc2)c2ccccc21	1
O=C(Nc1ccc([N+](=O)[O-])cc1Cl)c1ccccc1	-7
CC(C)NC(=O)CN1C(=O)c2cccnc2Sc2ccccc21	2
C=CCC(=O)NC1CC(C)(C)Cc2nc(C(C)(C)C)ncc21 (stereo not drawn)	0
C=Cc1ccc(Cn2c(C(=O)O)c(CNC3CCCCC3)c3ccc(C)cc32)cc1	1
CC(Cc1ccccc1)n1cnc2c([nH]c3ccccc32)c1=O (stereo not drawn)	-2
COc1ccc(C(=O)CSc2nnc(COc3ccc(Cl)cc3)o2)cc1	-1
O=C(Nc1ccccc1Oc1cccnc1)C1CCCN1Cc1cccc(F)c1 (stereo not drawn)	1
CC(C)(C)c1ccc(-c2nnc(-c3ccccc3NC(=O)c3ccc(F)cc3F)o2)cc1	-8
COC1C=CCC(C#N)(c2ccccc2)C1(C#N)C#N (stereo not drawn)	-2
Cc1c(CNC2COc3ccccc3C2)[nH]c2ccccc12 (stereo not drawn)	-2
CC(C)(C)c1ccc(C2CC(=O)C3C(=Nc4ccccc4N(C(=O)CCC(=O)O)C3c3ccc(F)cc3)C2)cc1 (stereo not drawn)	-6
CCOC(=O)c1c(C)n(C)c2ccccc12	-11
CCOC(=O)c1cnc2c(C(F)(F)F)cccc2c1Nc1cccc(C(F)(F)F)c1	-3
O=C(Oc1nsnc1N1CCCCC1)N(c1ccccc1)c1ccccc1	0
COc1ccc(NC(=O)C(Cc2ccccc2OC)=NC(=O)c2ccccc2)cc1	4
COc1ccc(/C=C/C(=O)Nc2nc(-c3cccs3)ns2)cc1	-5
CSc1cccc(NC(=O)COc2ccc(S(=O)(=O)NCC(C)C)cc2Cl)c1	0
Cc1ccccc1-c1cc(C(=O)N/N=C/c2cc3c(cc2[N+](=O)[O-])OCO3)c2ccccc2n1	1
CCCCOC(=O)c1cc(-c2ccc(CC3=NC(=S)NC3=O)o2)ccc1Cl	1
Cc1ccc(C(=O)NC(C)c2nnc(SCC(=O)Nc3ccc(C)cc3C)n2C)cc1 (stereo not drawn)	5
CCOC(=O)Cc1ccc(NC(=O)n2ncc3c(C)cccc32)cc1	1
CCOC(=O)c1c(-c2ccc(C)o2)csc1NC(=O)CSc1nc(C)nc2sc3c(c12)CCCC3	9
CCS(=O)(=O)N1CCc2cc(S(=O)(=O)N3CCCCC3)ccc21	2
CCC(C)NC(=O)CN(c1ccccc1)S(=O)(=O)c1ccccc1[N+](=O)[O-] (stereo not drawn)	1
Cc1noc(Cn2c(=O)c3ccccc3n(CC(=O)Nc3ccc(C(C)C)cc3)c2=O)n1	0
Cn1c(=O)c2c(nc3n(CCO)c(-c4ccc(F)cc4)cn23)n(C)c1=O	-3
Cc1ccc(OS(C)(=O)=O)cc1	5
COc1ccc(NC(=O)c2cnc(Nc3ccc(C)c(Cl)c3)c3ccccc23)cc1OC	0
COc1cccc(-c2ccnc(-n3ncc(C(=O)N4CCN(c5ccccc5)CC4)c3C3CC3)n2)c1	-5
CCCOc1ccc(/C=c2\sc3nc(-c4cccs4)nn3c2=O)cc1OCC	1
COc1ccccc1/C=C/c1ccccc1OC	-5
COc1cc2ccccc2cc1C(=O)Oc1ccc(Br)c2ccccc12	-7
S=c1nc(-c2ccc(Br)cc2)oc2c1CCCC2	2
Cc1ccc(C)c(NC(=O)Cn2c(=O)n(Cc3ccc4c(c3)OCO4)c(=O)c3ccc(C(=O)NC4CCCCC4)cc32)c1	-5
O=C(Cc1cccs1)Nc1ccc(C(=O)Nc2ccc(O)cc2)cc1	0
COc1ccc(OC)c(NC(=O)c2nc(S(=O)(=O)Cc3ccc(F)cc3)ncc2Cl)c1	1
CNC(=O)NNc1cccc(Cl)n1	-2
CCc1ccc(C(=O)N2CCN(S(=O)(=O)c3cccs3)CC2)s1	10
O=S(=O)(NCC(c1ccco1)N1CCOCC1)c1ccc(Br)cc1 (stereo not drawn)	3
CCOC(=O)c1sc(N)c(C(=O)Nc2ccccc2OC)c1C	-5
Cc1ccc(N2C(=O)C(C=Nc3ccc(N4CCOCC4)cc3)C(=O)NC2=S)cc1Cl (stereo not drawn)	-6
CCC(C(=O)Nc1cccc(Cl)c1C)n1nc(-c2ccc(C)cc2)ccc1=O (stereo not drawn)	8
Nc1c(C(=O)Nc2ccccc2O)sc2ncccc12	11
Cc1ccc(NC(=O)CN2C(=O)S/C(=C\c3ccc(-c4cccc(C(=O)O)c4C)o3)C2=O)cc1C	2
COc1cc(CC2=NC(=O)NC2=O)cc(Cl)c1OCc1ccc(Cl)cc1Cl	-6
CCCOC(=O)Nc1ccc(C(=O)Oc2ccccc2)c(O)c1	-2
CCCn1c2ccccc2c2cnn(CC(=O)NCc3ccccc3Cl)c(=O)c21	-2

Other structures:
structure	ROC1-CUL1 inh
CCN(CC)c1nc(-c2ccc(C(C)(C)C)cc2)nc2ccccc12	9
CC(=O)Nc1ccc(S(=O)(=O)NCC2CCC(C(=O)NCc3ccccc3)CC2)cc1 (stereo not drawn)	-6
Clc1ccc(-c2nc(-c3ccccc3)cs2)cc1	6
N#CC1C(=N)OC2=C(CCC/C2=C\c2c(Cl)cccc2Cl)C1c1c(Cl)cccc1Cl (stereo not drawn)	8
CCCN1CCN(CC(=O)Nc2ccc(Cl)cc2Cl)CC1	3
O=C1CCC(CCC(=O)N2CCN(Cc3cccc(F)c3)C(=O)C2)(Cc2ccccc2)N1 (stereo not drawn)	-1
CC1(C)Cc2c(sc3nc(C4CC4)[nH]c(=O)c23)CO1	7
Cc1ccc(C(=O)Oc2ccc(NS(=O)(=O)c3ccccc3)cc2)cc1	10
O=C(Cc1c(F)cccc1Cl)N1CCC(Cc2ccccc2)CC1	0
O=C1CC(NC2CCCC2)C(=O)N1c1cccc(C(F)(F)F)c1 (stereo not drawn)	-6
CSc1ccc(CCNC(=O)CCCn2c(=O)c3cccn3c3ccccc32)cc1	-2
COc1cccc(CCC2CCCN(C(=O)c3ccc(=O)n(C)n3)C2)c1 (stereo not drawn)	2
CCC(C)NC(=O)c1nn(-c2ccc(C)cc2)nc1CO (stereo not drawn)	-5
COc1ccc(OC)c(S(=O)(=O)N2CCC(n3c(C)nc4cccnc43)CC2)c1	15
COC(=O)CCCNC(=O)c1oc2c(F)cccc2c1C	-6
C=CCOc1ccccc1NC(=O)c1ccc(F)cc1	-5
CCOC(=O)c1c(NC(=O)CCCC(=O)O)sc2c1CCCCCCCCCC2	-5
Cc1cc2oc(=O)cc(-c3cc4ccccc4o3)c2cc1C	-3
Cc1c(Cl)cccc1NC(=O)c1cnc2sc(N3CCOCC3)nn2c1=O	0
Cc1nc2ncnn2c(C)c1CCC(=O)N1CCC2(CCCN(CC3CC3)C2)C1 (stereo not drawn)	7
COCCNS(=O)(=O)c1ccccc1	-8
O=C(CN1C(=O)c2ccccc2C1=O)NCCCCCCNc1ccc([N+](=O)[O-])cc1[N+](=O)[O-]	-3
CN1C(=O)C(C=NC(Cc2c[nH]c3ccccc23)C(=O)O)C(=O)N(C)C1=O (stereo not drawn)	-6
COCCN1C(=O)CC(CC(=O)N2CCCC(OCc3ccccc3)C2)(c2ccccc2F)C1=O (stereo not drawn)	3
COc1ccc(CNC(=O)CN(c2ccccc2OC)S(=O)(=O)c2ccc(C)cc2)cc1	-6
CC(C)N(CC1CCC(=O)N1)C(=O)CC1(c2ccccc2Cl)CC(=O)N(C2CCCC2)C1=O (stereo not drawn)	5
O=C(C1COc2ccccc2O1)N(Cc1cccnc1)c1nc2c(Cl)cccc2s1 (stereo not drawn)	-2
COc1ccc(OC)c(NC(=O)CC(NCc2ccco2)C(=O)O)c1 (stereo not drawn)	-8
CN(CC(=O)Nc1sc2c(c1C#N)CCCC2)S(=O)(=O)c1ccccc1	4
COc1ccccc1NC(=O)Nc1ccnn1C1CCN(C(=O)C2CCCCN2C)CC1 (stereo not drawn)	7
CCCCN(CC)CCNC(=O)c1cc2c(=O)n(CC)c3ccccc3c2s1	-9
Cc1cc(OCC(O)CN2CCN(CCN3C(=O)c4cccc5cccc(c45)C3=O)CC2)ccc1C(C)C (stereo not drawn)	8
Cc1nc(-c2ccccc2)sc1-c1csc(Nc2ccccc2)n1	-2
C=CCN1C=Nc2ccc3c4c(ccc1c24)CC3	-16
CCC(=O)Nc1ccccc1-c1nc2ccccc2n(CC(=O)c2ccc(C)cc2)c1=O	-2
Cc1ccc2cc3c(N)c(C(=O)Nc4ccc(F)cc4)sc3nc2c1	-1
Cc1c(C)n2c3c(=O)[nH]c(=O)n(C)c3nc2n1CCCO	-1
Cc1ccc(S(=O)(=O)N(CC(=O)N2CCCCCC2)Cc2ccc(Br)cc2)cc1	-4
CCOC(=O)c1ccc(NC(=O)c2ncn(-c3ccccc3)n2)cc1	-1
CSCCC(C(=O)OCC(=O)c1ccc(C)c(C)c1)N1C(=O)c2cc(Cl)c(Cl)cc2C1=O (stereo not drawn)	5
CC1(C)CC(=O)c2cc(C#N)c(=O)n(-c3ccc(Cl)cc3)c2C1	-3
O=C(COc1ccccc1Cl)Nc1ccc2nc(SCC(=O)N3CCOCC3)sc2c1	-3
CCc1nc2ccccc2n1CC(O)COCC1CC=CCC1 (stereo not drawn)	7
O=C1NC(=S)NC(=O)C1=Cc1cc(Br)ccc1OC1CCCC1	3
COc1ccc(-c2cc(C(F)(F)F)nc(SCC(=O)Nc3cc(C)nn3-c3ccccc3)n2)cc1	-4
N#Cc1c(SCC(=O)NCCc2ccccc2)nsc1SCC(=O)NCCc1ccccc1	-9
COC(=O)c1cc2sc(Cl)cc2n1CC(=O)Nc1cc(OC)cc(OC)c1	3
O=C(c1cccc(Br)c1)N1CCCC1	-5
Cc1ccc2c(c1)c(=O)c1ccccc1n2CCCC(=O)Nc1ccc(C)c(C)c1	4
O=C(NC(=O)C(F)(F)F)Nc1cc(C(F)(F)F)cc(C(F)(F)F)c1	-10

Continuation.
structure	ROC1-CUL1 inh
COC(=O)CSc1ncc2c(n1)-c1ccccc1N(Cc1ccc(Cl)cc1)S2(=O)=O	2
Cc1ccc(CNC(=O)Cn2c(=O)n(Cc3ccccc3)c(=O)c3sc4ccccc4c32)cc1	-3
O=C(NC1CCCC1)c1ccc(N2CCC(NCCC3=CCCCC3)CC2)cc1	-6
S=C(c1c[nH]c2ccccc12)N1CCCCC1	12
Cc1ccc(Sc2ncccc2N)cc1	-5
COc1ccc(-c2cc(C(=O)Oc3cccc(C)c3)c3cc(C)ccc3n2)cc1	7
COc1ccc(NC(=O)Cn2c(=O)n(CCc3ccccc3)c(=O)c3c4c(sc32)CCCC4)cc1	3
CCN(c1ccc(C)cc1C)S(=O)(=O)c1nnc(NC(=O)c2ccccc2OC)s1	4
COC(=O)CN1C(=O)CSc2ccc(S(=O)(=O)N3CCOCC3)cc21	-7
O=c1oc2ccccc2cc1-c1cn2cc(Cc3ccc(Br)cc3)sc2n1	-12
CCN(Cc1ccccc1)C(=O)Nc1ccc2c(c1)N(C)C(=O)c1ccccc1S2	3
CC1CCCCN1C(=O)c1ccccc1NC(=O)Cn1ncc(N(C)C)cc1=O (stereo not drawn)	-2
CCOc1ccccc1NC(=O)c1cccc(NC(=O)Cc2cccc3ccccc23)c1	-2
COc1ccc(Br)c(/C=C2\SC(=S)NC2=O)c1	-1
Cc1ncoc1C(=O)N1CCCC(CCc2ccccc2)C1 (stereo not drawn)	3
CCN(CC)C(=O)Oc1ccc2c(=O)c(Oc3cccc(OC)c3)coc2c1	10
Cc1ccc(N2C(=O)C(=Nc3ccc(I)cc3)C(Cl)C2=O)cc1Cl (stereo not drawn)	10
CCCc1nn(C)c(C(=O)Nc2cccc(C#N)c2)c1Cl	10
CCNS(=O)(=O)c1cc(C(=O)NC)ccc1OC	5
Cc1ccc(N2CCn3c2nc2c3c(=O)n(C/C=C/c3ccccc3)c(=O)n2C)cc1C	2

The list is partial (hit frequency here may not be typical).
